Screening data (PubChem BioAssay)
IDE cell inh – human IDE inhibitors in live cells, primary screen, fluorescence polarization, HEK cells, FAbetaB substrate; Insulin-degrading enzyme (Homo sapiens), P14735; AID 434962, 2010; hit rate 0.41% among 320,000; inhibition, % at 5.59 µM; FAbetaB cleavage;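 active = percent inhibition above the average of all tested compounds plus 3 SD, set per screening campaign, cut at about 16% in these data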;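 also: IDE supplied by intact live HEK cells; FP after avidin binding of uncleaved biotin substrate so inhibition keeps polarization high; 0% = DMSO wells and 100% = 60 µM reference IDE inhibitor Ii1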
IDE act – human IDE activators in live cells, primary screen, fluorescence polarization, HEK cells, FAbeta-B substrate. hit rate 0.073% among 340,000. activation, % at 5.96 µM. AID 493087, 2011. Insulin-degrading enzyme (Homo sapiens), P14735. FAbeta-B cleavage; 0% vehicle, 100% cell-free pure enzyme wells;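 active = activation above the mean of all tested compounds plus 3 SD, set per screening campaign, cut at about 17% in these data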
MEKK2 mut-MEK5 – MEK5 binding signal on mutant MEKK2 PB1, primary screen, biochemical, multiplex bead flow cytometry, Alexa488-MEK5; AID 1530, 2009; percent response, % at 10 µM; Alexa488-MEK5 binding to MEKK2 mutant; hit rate 0.35% among 290,000; in the data active = percent response above about 24%, passing the limit was not always enough; also: inactives centre near 1; some results filed as inactive read as strong as hits; reference of the scale not given here
MEKK2wt PB1 HTS – modulators of MEK5 binding to wildtype MEKK2, primary screen, biochemical, multiplex bead flow cytometry, Alexa488-MEK5; AID 1531, 2009; binding response (% of control), % at 10 µM; hit rate 1.1% among 290,000; Mitogen-activated protein kinase kinase kinase 2 (Homo sapiens), Q9Y2U5; Alexa488-MEK5 binding to MEKK2 WT; actives lie on both sides; in the data active = binding response below about 67% or above about 130%; inconclusive = no clear call, values can overlap the other calls; inactive = in between
M18AAP inhibitor – PfM18AAP inhibitors, malaria aminopeptidase, primary screen, biochemical, QFRET, recombinant enzyme; inhibition, % at 7.35 µM; hit rate 1.2% among 290,000; H-Glu-NHMec fluorogenic cleavage;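 active = inhibition above the campaign mean inhibition over all tested compounds plus 3 SD, cut at about 28% in these data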;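 also: 0% = plate median of test compound wells and 100% = 2 mM ZnCl2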
NALP1 inh – NALP1 inflammasome inhibitors in reconstituted yeast, colorimetric, S. cerevisiae, triplicate retest; hit rate 0.61% among 280,000; S. cerevisiae NALP1/ASC/caspase-1 growth, X-gal OD620, 72 h; inhibition, % at 10 µM; in the data active = inhibition mostly above about 24%, no sharp cut-off; inactive = mostly below about 32%; also: some compounds called inactive have numbers as strong as hits
UBC9 SUMO inh – inhibitors of in vitro SUMOylation cascade, primary screen, biochemical, HTRF, uHTS. HTRF SUMOylation assay, SAE1/SAE2 + UBC9. hit rate 0.36% among 290,000. AID 2006, 2009. SUMO-conjugating enzyme UBC9 (Homo sapiens), P63279. inhibition, % at 35 µM; in the data active = inhibition above about 50%, passing the limit was not always enough; inconclusive = no clear call, values can overlap the other calls; also: strong numbers were not always called active
Target sequence (P63279 whole entry, looked up): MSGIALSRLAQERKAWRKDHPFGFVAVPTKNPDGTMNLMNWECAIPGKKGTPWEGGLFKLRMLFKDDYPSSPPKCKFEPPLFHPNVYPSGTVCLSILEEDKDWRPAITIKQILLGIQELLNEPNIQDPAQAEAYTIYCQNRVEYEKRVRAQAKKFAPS
MEKK3 PB1 HTS – modulators of MEKK3-MEK5 PB1 binding, primary screen, biochemical, wildtype MEKK3, multiplex bead flow cytometry, Alexa488-MEK5. Mitogen-activated protein kinase kinase kinase 3 (Homo sapiens), Q99759. bead-based flow cytometry, Alexa488-MEK5 binding to MEKK3; actives lie on both sides; 0 = blocked by unlabeled MEK5, 100 = vehicle. binding response (% of control), % at 10 µM. hit rate 1.4% among 290,000. AID 1529, 2009;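 active = binding response more than 3 SD above or below the average of its plate-row segment, actives on both sides; inconclusive = wells at one plate position flagged as instrument error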;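 also: Alexa488 bead fluorescence after subtracting the streptavidin-only scavenger bead signal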
Target sequence (Q99759 whole entry, looked up): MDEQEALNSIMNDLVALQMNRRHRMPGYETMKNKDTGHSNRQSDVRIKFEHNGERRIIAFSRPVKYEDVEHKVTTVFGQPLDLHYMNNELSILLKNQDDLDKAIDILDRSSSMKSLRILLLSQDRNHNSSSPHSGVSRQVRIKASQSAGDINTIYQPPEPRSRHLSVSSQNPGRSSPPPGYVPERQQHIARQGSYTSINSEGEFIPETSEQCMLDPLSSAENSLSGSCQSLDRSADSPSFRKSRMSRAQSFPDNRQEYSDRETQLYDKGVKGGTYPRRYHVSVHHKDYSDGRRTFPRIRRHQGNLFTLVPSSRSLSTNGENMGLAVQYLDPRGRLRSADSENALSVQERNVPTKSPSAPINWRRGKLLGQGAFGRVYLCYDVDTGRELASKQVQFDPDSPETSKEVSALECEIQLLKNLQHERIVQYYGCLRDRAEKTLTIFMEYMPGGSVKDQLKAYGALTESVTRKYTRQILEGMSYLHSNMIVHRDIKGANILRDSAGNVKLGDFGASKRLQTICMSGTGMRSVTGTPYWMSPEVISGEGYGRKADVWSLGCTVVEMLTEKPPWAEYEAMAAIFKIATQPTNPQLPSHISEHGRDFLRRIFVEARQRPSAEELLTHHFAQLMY
pCIP destab – p/CIP-EGFP fusion destabilizers, primary screen, fluorescence, F442A cells | hit rate 0.01% among 290,000 | 16 h | decrease of EGFP signal, % at 10 µM;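 active = EGFP signal decrease of at least 30% at 10 µM or well 3 SD below plate mean, unless failing retest; inactive = the rest, including hits failing retest or dose response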; also: some compounds called inactive have numbers as strong as hits; many of its hits are not listed in these tables
* = called active by the depositor; ? = inconclusive; . = not tested or not shown; [ ] = dose if it differs, or a comment. These rows are one share of the data; the hit share may differ from the screen's.

SMILES	IDE cell inh	IDE act	MEKK2 mut-MEK5	MEKK2wt PB1 HTS	M18AAP inhibitor	NALP1 inh	UBC9 SUMO inh	MEKK3 PB1 HTS	pCIP destab
O=C(CCC1CCCN(Cc2ccc3c(c2)OCCO3)C1)NCc1ccc(F)c(F)c1 (stereo not given)	8	5	20	116	-2	21	8	104	-9
COc1ccc2nc(NC(=O)CSc3nnc(C)s3)sc2c1	2	0	8	112	4	-4	-1	109	-9
Cc1cc(C#N)c2ccccc2n1	2	5	8	103	-13	-6	-4	101	0
CC(=O)N1c2ccccc2NC(=O)C1(C)C	5	3	-2	95	-17	.	16	103	-10
Cc1ccc2cc(C#N)c(NCCNC(=S)NCCCN3CCOCC3)nc2c1	-8	2	12	114	2	-2	12	106	-14
CN(C)c1ccc(/C=N/c2cc(-c3ccccc3)nn2-c2ccccc2)cc1	-1	2	-2	91	1	4	9	98	-12
O=C1C(=O)N(Cc2ccco2)C(c2cccc(Cl)c2)/C1=C(\O)c1ccc2c(c1)OCCO2 (stereo not given)	1	7	7	103	-1	-1	18	100	-8
CCn1c(=O)cc(SCC(=O)N2CCN(Cc3ccc4c(c3)OCO4)CC2)c2ccccc21	-1	6	8	113	-13	5	28	104	-14
CCOc1ccccc1OC(=O)c1cc2ccccc2oc1=O	0	0	2	107	-6	6	0	104	-9
CC(=O)Nc1ccc(Sc2ccccc2C(=O)Nc2ccc(F)cc2)cn1	-1	-2	-4	101	-7	8	15	99	-5
COc1cccc(NC(=S)N2CCn3cccc3C2c2cccnc2)c1 (stereo not given)	3	3	4	107	6	-8	28	100	-8
CCOC(=O)c1cc(C(C)(C)C)n(CCCN2CCOCC2)c1C	-1	4	-23	90	-5	20	14	89	-13
CCOc1ccccc1N1C(=O)CC(Sc2n[nH]c(-c3ccccc3)n2)C1=O (stereo not given)	3	-14	1	105	-55	37	10	100	-5
Cc1c([N+](=O)[O-])cc(C(=O)Oc2cccc(C(=S)N3CCOCC3)c2)cc1[N+](=O)[O-]	-2	6	-4	96	-3	14	-16	98	-8
CC(C)C(=O)NC(=O)[C@@H]1CCCN1C(=O)/C=C/c1ccccc1	3	5	5	100	1	19	0	110	-10
Cc1[nH]n(-c2c(Cl)cc(Cl)cc2Cl)c(=O)c1C=Nc1ccc(S(=O)(=O)N2CCOCC2)cc1	1	3	-2	100	2	6	2	96	-1
CN(c1cccc(NC(=O)CCSc2ccccc2)c1)S(C)(=O)=O	-1	-2	5	101	7	15	15	103	-15
c1ccc(-c2nnc3n2CCCC3)cc1	0	3	10	106	1	9	12	104	-22
Cn1c(/C(C#N)=C/Nc2ccccn2)nc2ccccc21	3	1	-2	101	8	-7	19	99	-6
O=C(N/N=C/c1cccc(O)c1)c1cc(C2CC2)nc2ccccc12	4	-3	4	96	4	-13	-2	98	-10
CCOc1ccc(CNC(=O)C2CCN(S(=O)(=O)c3ccc4c(c3)CCCC(=O)N4)CC2)cc1	5	-1	-1	102	1	6	11	99	-8
O=c1[nH]c2ccc(N=Cc3c(O)ccc4cc(Br)ccc34)cc2[nH]1	.	5	1	88	-11	33	48	99	-20
CCSc1nnc(NC(=O)C2CC2c2ccccc2)s1 (stereo not given)	0	5	1	103	1	28	-12	106	2
CC(CN1CCN(C)CC1)OC(=O)c1ccc(Cl)cc1 (stereo not given)	6	8	11	110	0	12	11	106	-3
COc1cc(OC)c2c(C)c(Cl)c(=O)oc2c1	2	0	6	111	-4	-2	15	92	-12

Limited to MEKK2wt PB1 HTS (4 entries from above):
canonical_smiles | MEKK2wt PB1 HTS
CC(=O)N1c2ccccc2NC(=O)C1(C)C | 95
Cc1ccc2cc(C#N)c(NCCNC(=S)NCCCN3CCOCC3)nc2c1 | 114
CN(C)c1ccc(/C=N/c2cc(-c3ccccc3)nn2-c2ccccc2)cc1 | 91
O=C1C(=O)N(Cc2ccco2)C(c2cccc(Cl)c2)/C1=C(\O)c1ccc2c(c1)OCCO2 (stereo not given) | 103

The results go on.
SMILES	IDE cell inh	IDE act	MEKK2 mut-MEK5	MEKK2wt PB1 HTS	M18AAP inhibitor	NALP1 inh	UBC9 SUMO inh	MEKK3 PB1 HTS	pCIP destab
Cc1nc2sc(C(c3ccc(Cl)cc3)N3CCN(CCO)CC3)c(O)n2n1 (stereo not given)	-2	-1	3	91	.	22	-13	95	-6
CC(C)N(Cc1ccccc1)C(=O)C1CCCN(c2ncnc3c2nc2n3CCCCC2)C1 (stereo not given)	-1	4	1	96	5	-4	-9	96	-18
CC(C)(C)NC(=O)CN(Cc1cccs1)C(=O)c1csnn1	5	6	-1	98	-5	20	-10	104	2
C(=C\c1nc(-c2ccccc2)no1)/c1ccccc1	0	0	9	102	1	41	-3	108	-1
C=C(C)c1cccc(C(C)(C)NC(=O)NCc2ccc(OC)c(OC)c2)c1	5	1	5	102	-10	17	-30	104	3
COCc1cc(C)nc(SCC(=O)Nc2ccc3c(c2)OCO3)c1C#N	0	3	1	105	-10	19	17	104	-7
Oc1ccccc1/C=N/NC(=S)NC1CC2CC1C1C=CCC21 (stereo not given)	6	-2	-2	89	2	35	11	100	-9
CCOC(=O)N1CCN(C(=O)CN(c2ccc(OC)c(OC)c2)S(C)(=O)=O)CC1	8	4	-1	103	-4	1	10	103	3
COc1ccccc1NC(=O)CNC(=O)c1ccccc1C	-4	4	-17	78	10	6	8	75*[inhibitor]	-8
COc1ccccc1N1CCN(CC(=O)NCCc2ccc(S(N)(=O)=O)cc2)CC1	3	-1	3	108	-5	-3	8	105	-17
O=S(=O)(c1ccccc1F)N1CCc2ccccc2C1	3	-1	0	106	4	5	-4	101	0
COc1cccc(-c2nnc(NC(=O)Cc3cccs3)s2)c1	5	3	-7	91	-14	8	-23	83	6
O=C(COc1cccnc1[N+](=O)[O-])Nc1ccc2c(c1)OCO2	-2	0	2	101	-1	-7	13	102	-11
COC(=O)c1[nH]c2ccccc2c1NC(=O)CN1CCN(C/C=C/c2ccccc2)CC1	2	0	11	114	-3	10	6	89	-10
Cc1ccccc1NS(=O)(=O)c1ccc(NC(=O)N2CCCCC2)cc1	7	3	-1	98	-6	4	6	99	0
Cc1ccc(C(=O)C2CCN(C(=S)NCC3CCCO3)CC2)cc1 (stereo not given)	-1	6	2	102	-3	0	?	102	-10
COc1ccc(CCNC(=O)CSc2nc3ccccc3c3nc(CCN4CCCCC4)nn23)cc1OC	-6	1	-1	107	-2	10	2	100	-3
O=C(CCCn1c(=S)[nH]c2ccccc2c1=O)NC1CCCC1	3	1	-7	100	-1	-5	8	98	-13
COc1cc(C(=O)OCC(=O)Nc2ccc3c(c2)OC(F)(F)O3)ccc1OCc1c(C)noc1C	17*	1	2	104	8	2	-19	100	-6
CC1(Cc2cn(CCC#N)c3ccccc23)OCCO1	0	3	5	104	4	1	-8	101	-1
CCOC(=O)C1CCN(S(=O)(=O)c2c(C)n(C)c(=O)n(C)c2=O)CC1	8	5	4	103	-1	.	6	99	2
CCC(=O)N1N=C(c2ccc(C)o2)CC1c1ccc(Br)cc1 (stereo not given)	2	4	15	108	-7	24	7	103	-3
COc1cc(NC(=O)c2ccc(COCC(F)(F)F)cc2)cc(OC)c1OC	-1	2	3	104	5	4	-13	104	-3
O=S(=O)(NCc1ccc2c(c1)OCO2)c1c(F)cc(F)cc1Br	0	5	15	107	6	13	-1	105	-2
COc1ccc(-c2nnn(CC(=O)N(CCN3CCOCC3)C(C(=O)NC3CCCC3)c3ccco3)n2)cc1 (stereo not given)	5	5	2	102	-1	-4	-7	103	-1

The results go on:
SMILES	IDE cell inh	IDE act	MEKK2 mut-MEK5	MEKK2wt PB1 HTS	M18AAP inhibitor	NALP1 inh	UBC9 SUMO inh	MEKK3 PB1 HTS	pCIP destab
CN(c1ccc(C(=O)NCc2cccs2)cc1)S(=O)(=O)c1ccccc1	0	2	-2	102	1	6	-3	100	2
COCCn1c(SCc2cccnc2)nnc1-c1ccco1	0	-3	6	104	-5	23	4	103	-6
O=C(NCc1cccs1)C1CC1	-2	-4	4	104	0	20	27	101	-14
CC(=O)N1CCCc2cc(S(=O)(=O)Nc3cccc(C)c3C)ccc21	11	-1	1	100	-2	7	-4	96	-7
CCOC(=O)CN1C(=O)SC(Nc2ccc(C)cc2)C1=O (stereo not given)	-1	-5	-3	96	-4	2	-5	92	2
CCN1C(=O)/C(=C\N2CCN(C)CC2)SC1=S	1	0	1	101	-11	6	7	103	-4
CCc1c(C)nc2[nH]nc(-c3ccccc3C)n2c1=O	5	2	-6	95	6	27	12	98	-10
CS(=O)(=O)N1CCC(C(=O)Nc2ccccc2)CC1	2	-3	0	97	-3	6	14	100	-18
COc1cccc(N2[C@@H](CC(=O)O)c3cc(C(F)(F)F)ccc3S2(=O)=O)c1	-1	0	4	103	.	.	.	102	.
OC(c1cccs1)(c1cccs1)C1C[N+]2(CF)CCC1CC2 (stereo not given)	-8	-1	-1	97	-2	34	-6	95	-23
CCC(C(=O)NC1CCCCC1)n1c(SCc2ccccc2F)nc2ccncc21 (stereo not given)	8	-10	8	105	-3	36	8	113	-2
CCOC(=O)Cc1csc(NC(=O)c2ccc([N+](=O)[O-])cc2[N+](=O)[O-])n1	-1	0	6	105	-1	6	5	106	-10
CC(=O)c1cccc(N(CC(=O)N2CCCCC2)S(C)(=O)=O)c1	-3	3	-2	97	-1	1	1	98	4
COc1ccc(OC)c(CC(NC(C)=O)C(=O)NC2CCN(c3c(Cc4ccccc4)c(C)nc4ncnn34)CC2)c1 (stereo not given)	-1	0	-4	93	0	26	-4	94	12
CCNc1nc(SCC(=O)OC)nc(N(C)C)n1	0	5	-2	99	-8	4	11	103	-8
Cc1ccc(S(=O)(=O)NCCCN2CCCC2)cc1	-6	-1	6	105	-6	8	23	108	-6
N#Cc1c(-c2ccncc2)c2c([nH]c1=O)-c1ccccc1OC2	5	.	-19	94	4	.	22	90	-4
Fc1ccc(NC(=S)N2CCn3cccc3C2c2cccnc2)cc1 (stereo not given)	1	-3	-1	93	-7	-2	-5	89	1
COc1ccc(CCNC(=O)C(C)SCc2ccccc2)cc1 (stereo not given)	1	2	1	96	2	6	8	101	15
O=C(Nc1cccc(S(=O)(=O)N2CCOCC2)c1)c1c2c(nc3ccccc13)CCC2	4	2	1	98	-1	31	44	102	-7
CCN(CC)C(=O)C1CCN(CC2CC=CCC2)CC1 (stereo not given)	0	2	1	97	11	18	-13	93	-3
Cc1ccccc1N(C(=O)Cc1ccsc1)C(C(=O)NC1CCCCC1)c1ccc(F)cc1 (stereo not given)	0	1	3	96	2	-4	15	99	4
O=c1oc2cc(O[C@@H]3OC[C@@H](O)[C@H](O)[C@H]3O)ccc2c2ccccc12	1	-4	6	104	3	21	19	103	14
Cc1ccc(C(=O)C(OC(=O)CNS(=O)(=O)c2ccccc2)c2ccccc2)cc1 (stereo not given)	1	2	-5	92	-5	6	16	96	0
CCn1cc(/C=C(\NC(=O)c2ccccc2)C(=O)NCCCN2CCOCC2)c2ccccc21	0	-1	3	103	-2	1	.	101	3
